# Screening results (PubChem BioAssay)
# ALOX15B inhib = blocks human 15-lipoxygenase 2 activity; actives 0.56% (n = 110,000); O15296; purified 15hLO-2, xylenol orange hydroperoxide absorbance; Potency, µM (highest dose often 57.1 µM), without a hit: at the top dose activity change, negative = inhibition, most hits filed as inhibitors; also: potency is read from the fitted curve at half-maximal effect; nearly all actives have a fitted effect of over 60% in size; many of its hits are not listed in these tables
# Target sequence (O15296 whole entry, looked up): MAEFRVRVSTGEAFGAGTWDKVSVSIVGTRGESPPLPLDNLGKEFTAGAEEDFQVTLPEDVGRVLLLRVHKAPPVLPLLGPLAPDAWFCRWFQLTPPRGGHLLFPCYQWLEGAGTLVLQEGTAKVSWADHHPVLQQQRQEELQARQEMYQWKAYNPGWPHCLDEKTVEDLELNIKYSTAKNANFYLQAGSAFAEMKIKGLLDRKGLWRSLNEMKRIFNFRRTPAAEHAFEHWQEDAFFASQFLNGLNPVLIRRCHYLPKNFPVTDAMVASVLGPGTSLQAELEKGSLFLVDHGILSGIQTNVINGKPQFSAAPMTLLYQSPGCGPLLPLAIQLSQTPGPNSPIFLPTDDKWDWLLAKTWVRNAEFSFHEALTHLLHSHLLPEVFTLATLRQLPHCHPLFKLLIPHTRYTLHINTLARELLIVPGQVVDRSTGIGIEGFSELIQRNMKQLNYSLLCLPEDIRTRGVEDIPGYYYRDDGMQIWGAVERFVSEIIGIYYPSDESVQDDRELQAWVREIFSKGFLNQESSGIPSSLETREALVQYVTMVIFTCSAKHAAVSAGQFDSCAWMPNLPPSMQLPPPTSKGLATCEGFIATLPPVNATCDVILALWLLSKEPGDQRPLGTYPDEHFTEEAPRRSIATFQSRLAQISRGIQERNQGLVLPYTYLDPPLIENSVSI
#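 Read-out: hydroperoxide product oxidises ferrous iron, measured as xylenol orange complex via the 573-to-405 nm absorbance ratio after 30 min. Reaction: 50 nM enzyme, 15 min compound preincubation, 45 uM arachidonic acid, 90 min RT, Hepes pH 7.5 with Triton X-100.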
# ALOX12 inhib = inhibitors of human 12-lipoxygenase (ALOX12). P18054. AID 1452. Potency, µM (titrated, usually from 57.1 µM), inactives show at the top dose activity change, negative = inhibition, most hits filed as inhibitors. purified 12-hLO, xylenol orange hydroperoxide absorbance. actives 0.12% (n = 150,000); also: potency is read from the fitted curve at half-maximal effect; nearly all actives have a fitted effect of over 55% in size; many of its hits are not listed in these tables
#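 Purified human 12hLO (150 nM), preincubated 15 min with compound, then 40 uM arachidonic acid for 30 min, room temperature, Hepes pH 7.0 with 0.01% Triton X-100. Hydroperoxide detected by ferrous iron/xylenol orange; 573/405 nm absorbance ratio gives reaction progress.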
# PNC assembly inh = blocks assembly of the perinucleolar compartment; activity change (PNC), negative = inhibition, % at 10 µM; PC3M PTB-GFP, PNC prevalence imaging, 16 h; active compounds read low; actives 3.1% (n = 140,000);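 active = readout at or below -70, meaning at least 70% loss of cells showing the perinucleolar compartment, a nuclear body marking cancer cells; inconclusive = readout between -30 and a set limit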;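 also: plate controls were DMSO wells for no effect and camptothecin positive control wells for full effect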
#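 Read-out is percentage of cells bearing a perinucleolar compartment, from automated 20x imaging of fixed, Hoechst-stained PC3M PTB-GFP cells. Cells were seeded 4 h, then exposed 16 h to compound (23 nl of library stock) in duplicate plates.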
# IMPase cell inh = IMPase inhibition in cells. 120,000 tested, under 10 active. AID 901. inhibition (IP1 accumulation), % at 46.1 µM. P97697. CHO-M1 cells, IP1 accumulation, HTRF TR-FRET ratio; active = well fitted curve in the direction sought with a large enough effect in the signal ratio, not every such curve was filed as active; inconclusive = small, poorly fitted or top-dose-only effect, or a change in a side signal; inactive = no such curve, though single readings can be large or run the other way; the % refers to the signal ratio;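 also: cells stimulated with carbachol in lithium chloride buffer; plate controls were DMSO basal wells for no effect and reference inhibitor wells for full effect; higher means more IMPase inhibition seen as more IP1 and lower FRET ratio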
# Target sequence (P97697 whole entry, looked up): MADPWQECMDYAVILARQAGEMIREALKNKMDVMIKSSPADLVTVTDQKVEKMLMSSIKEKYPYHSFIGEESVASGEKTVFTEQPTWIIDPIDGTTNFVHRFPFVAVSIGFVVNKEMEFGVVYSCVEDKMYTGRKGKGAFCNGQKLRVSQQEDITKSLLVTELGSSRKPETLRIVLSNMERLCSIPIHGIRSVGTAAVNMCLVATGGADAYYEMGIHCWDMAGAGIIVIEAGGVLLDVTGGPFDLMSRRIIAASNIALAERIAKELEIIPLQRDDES
#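 Elevated IP1 in lysates lowers TR-FRET signal (665/620 ratio and 620 channel reported). Cells were CHO-M1, given carbachol (50 uM as added) plus 50mM LiCl, pH 7.4, 30 min, 37C; compounds titrated up to 46 uM; AC50 by Hill equation.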
# Numbers without * were called inactive; ? = inconclusive; / = not tested or not shown; & = joins results of further samples; [ ] = another dose, or the depositor's remark. Unless noted, calls follow the shape of the dose curve; as a rule, active = well fitted curve in the direction sought with a large enough effect; inconclusive = small, poorly fitted or top-dose-only effect, or another doubt; inactive = no such curve, though single readings can be large; an effect the other way counts as inactive or inconclusive. Unless noted, % is scaled to controls: 0 for no effect and ±100 for the full control effect.
SMILES,ALOX15B inhib,ALOX12 inhib,PNC assembly inh,IMPase cell inh
O=C(Cn1ccc([N+](=O)[O-])n1)NCc1cccs1,-2%,0%,39,6
CCNC(=S)NNC(=O)C(c1ccccc1)c1ccccc1,24%,0%,78,-3
Cc1ccc(C(=O)C(C(=O)/C=C/c2ccccc2)=C2SCCCS2)cc1,/,-10%,-21,11
Cc1ccc2c(c1)N(CC(=O)NCCc1c[nH]c3ccccc13)C(=O)CO2,-4%,-2%,-24,?
COc1ccc(-n2c(=O)c(-c3cn(C)c4ccccc34)nc3cnc(OC)nc32)cc1,0%,0%,/,/
Cc1ccccc1NC(=O)NCCCN1CCCC1,5%,0%,?,5
C[C@@H](C(=O)N[C@@H](CO)Cc1ccccc1)[C@H]1C[C@]1(C)[C@H](NC(=O)OCc1ccccc1)c1ccccc1,0%,0%,/,/
COc1ccccc1NS(=O)(=O)c1cc(NC(=O)c2cc3ccccc3oc2=O)ccc1C,/,2%,11,-1
Cc1noc(C)c1COC(=O)c1cc2c(C)nn(-c3ccc(F)cc3)c2s1,7%,-2%,27,-15
COc1cc(C(=O)COC(=O)Cc2cnc3sccn23)cc(OC)c1OC,2%,-2%,13,-2
O=S1(=O)C=C(Oc2ccc(F)cc2)c2ccccc21,1%,-16%,14,2
O=c1c2ccccc2nc(-c2ccoc2)n1CCc1ccccc1,-1%,-5%,-20,7
COc1ccc(/C(C)=N/NC(=O)c2cc(-c3cccnc3)nc3ccccc23)cc1,/,-3%,66,-7
CSc1nc2c(c(=O)[nH]c(=O)n2C)n1C/C=C(\C)Cl,-12%,1%,19,?
Cc1cc(=O)oc(C)c1C(=O)NCCNC(=O)c1c(C)cc(=O)oc1C,2%,-1%,-25,-7
O=C(Nc1cccc(-c2nc3ncccc3o2)c1)c1sc2ccccc2c1Cl,-11%,-6%,-21,-8
CC1=C(C(=O)Nc2ccccn2)C(c2ccccc2)n2ncnc2N1 (stereo not given),-15%,5%,106,6
CC1(C)Cc2c(c(N3CCOCC3)nc3sc4c(NCc5ccccc5)nnnc4c23)CS1,-25%,-6%,20,1
COCCn1c(SCC(=O)N2CCCc3ccccc32)nc2ccccc2c1=O,-1%,-6%,3,6
Cc1ccc(C(=N)c2ccccc2Cc2cccc3ccccc23)c2ccccc12,22%[11.4 µM],4%[11.4 µM],/,/
CCOC(=O)c1nc(N)sc1C(=O)OCC,-7%,6%,54,-1
C=CCN1CC2CC3(COc4cc(C)cc(C)c4)C=CC2(O3)C1=O (stereo not given),-4%,-4%,21,-4
S=C(c1nc2ccccc2[nH]1)N1CCOCC1,/,-6%,?,4
COc1cc(Cl)cc(/C=C/c2ccc3ccccc3n2)c1OC(C)=O,/,3%,-101*,/
CS(=O)(=O)N1CCc2cc(-c3csc(NC(=O)Cc4ccccc4)n3)ccc21,/,-4%,-119*,10
CCSc1nnc(NC(=O)c2ccco2)s1,-3%,3%,?,-4
O=C(Nc1cccc(C(F)(F)F)c1)N(Cc1ccc(Cl)cc1)CC(O)C(F)(F)F (stereo not given),-1%,-11%,25,-3
Cn1nnc2cc(NC(=O)NCc3ccc4c(c3)OCO4)ccc21,-1%,-8%,?,6
O=C(CCN1C(=O)c2cccnc2C1=O)NC1CCCCCC1,3%,11%,?,1
CC(C)C(NS(=O)(=O)c1ccc2c(c1)OCCO2)C(=O)NCCc1ccccn1 (stereo not given),-4%,-4%,17,-1
CC1=CCC2C(=O)N(CCc3c[nH]c4ccccc34)C(=O)C2C1 (stereo not given),/,0%,8,13
COC(=O)c1ccc2c(=O)n(CCCCCC(=O)O)c(=O)[nH]c2c1,/,-1%,1,/
O=C(COC(=O)c1cc(=O)c2ccccc2o1)Nc1ccc2ccccc2c1,/,0%,?,/
CCC(=O)Nc1ccc(C(=O)N/N=C/c2cccnc2)cc1,-7%,13%,-8,4
COc1cc2c(cc1OC)-c1cc(=Nc3c(C)cc(C)cc3C)n(C)c(=O)n1CC2,15%&9%,-4%&-4%,/,5
CCOC(=O)C1=C(Cc2ccc(Cl)cc2)C(=O)c2ccccc2C1=O,10µM*,?,51,-4
O=C(Cc1c[nH]c2ccccc12)NCc1cccs1,/,0%,?,-1
O=C(c1ccco1)N1CCN(S(=O)(=O)c2ccc3c(c2)OCCO3)CC1,-4%,1%,0,5
C=CCSC1=C(C#N)C(c2cc(Br)c(O)c(OC)c2)CC(=O)N1 (stereo not given),-21%,-16%,22,-10
O=C(NCCN1Cc2ccccc2C1=O)c1cccs1,-4%,-2%,-15,-4
COC(=O)CC1=NN(c2ccc(OC)cc2)C(=O)/C1=C\c1ccc(Cl)cc1,/,-11%,?,/
CCOCc1nnc(NC(=O)CSc2ccc(C)cc2)s1,/,6%,-90*,-6
CC(C)NC(=O)COC(=O)c1ccc(O)cc1,2%,3%,19,0
CCCC(=O)OCCn1c(Br)nc2c1c(=O)[nH]c(=O)n2C,/,10%,24,-4
O=C(NCc1cccnc1)Nc1ccccc1F,/,0%,-22,-1[0.0738 µM]
O=C(CSc1nc2ccccc2[nH]1)Nc1ccccc1N1CCOCC1,-4%,-5%,11,4
N[C@H](CCC(=O)NCC(=O)O)C(=O)O,2%,-4%,/,2
CCN=C1SC(CC(=O)NCCc2ccc(OC)c(OC)c2)C(=O)N1CC (stereo not given),-5%,0%,10,11
CCOC(=O)c1cnc(-n2nc(C)cc2C)nc1NC,43%[activator],6%,2,-11
Cc1cccc2c3nc4ccccc4nc3n(CCCN3C(=O)c4ccccc4C3=O)c12,/,3%,-11,/
# The listing continues:
SMILES,ALOX15B inhib,ALOX12 inhib,PNC assembly inh,IMPase cell inh
Cc1ccsc1CN1CCC(C(=O)NCc2ccccc2Cl)CC1,/,-7%,12,/
CCOCCCNC(=O)C(NC(=O)CNC(C)=O)c1ccc(Cl)cc1 (stereo not given),2%,-7%,36,0
O=C(/C=C/c1ccccc1)NC1CCSC1=O (stereo not given),/,0%,-29,3
CS(=O)(=O)Nn1cnc2ccccc2c1=O,-8%,2%,23,-8
COc1ccc2nc(C)cc(N3CCOCC3)c2c1,3%,-6%,-19,6
Clc1ccc(COn2c(-c3ccc(Cl)cc3)nc3ccccc32)cc1,14%,-11%,4,12
CCOC(=O)c1sc(NC(=O)CCN2CCOCC2)c(C(=O)OCC)c1C,2%,-3%,24,-10
COc1ccc2ccc(Oc3ncccn3)cc2c1,0%,-2%,4,-3
CC1CCCCN1S(=O)(=O)c1cccc2cccnc12 (stereo not given),-4%,5%,?,1
O=C(NCc1ccc(F)cc1)c1c(O)c2cccc3c2n(c1=O)CCC3,14%,-17%,-18,-2
O=C(CSc1nc2cc(Cl)ccc2s1)c1ccco1,-16%,-19%,-7,-1
CCCC(=O)C1=C(O)C(C(=O)OC)C(C)(C)CC1=Nc1ccc(N)cc1 (stereo not given),27%,-5%,-25,3
Nc1ccccc1Nc1cc(-c2ccccc2)nn1-c1cccc(Cl)c1,/,-1%,2,2
COc1ccccc1Nc1nc(N)nc(CSc2nncn2C)n1,-4%,0%,-3,1
O=C(c1ccccc1)c1cccc(NC(=O)c2ccco2)c1,2%,-9%,17,7
CC(C)[C@H](NC(=O)c1ccccc1)C(=O)OCc1nc2scc(-c3ccccc3)c2c(=O)[nH]1,/,3%,-17,/
CCOc1cc(C(=O)O/N=C(\N)c2ccc([N+](=O)[O-])cc2)cc(OCC)c1OCC,0%,4%,110,1
Cc1ccc(C2Nc3ccccc3C(=O)N2Cc2ccco2)cc1 (stereo not given),-22%,-5%,53,4
C=CCc1cccc2cc(C(=O)N(C)C)c(=O)oc12,-9%,0%,-2,-6
Cc1cc(C(=O)N/N=C2\CC(=O)CC(C)(C)C2)c(C)n1-c1ccccc1,/,-6%,-95*,/
Cc1cc(C)cc(N2CCCn3c2nc2c3c(=O)n(CC(=O)OCc3ccccc3)c(=O)n2C)c1,?,3%,92,4
O=c1[nH]c(=O)n([C@H]2C[C@H](O)[C@@H](CO)O2)cc1Br,-11%,-4%,/,-4
O=C(NCc1ccccc1F)C1CCCN(C(=O)NC2CCCCC2)C1 (stereo not given),0%,-1%,-124*,8
Cc1nnc(SCCn2c(N(C)Cc3ccccc3)nc3c2c(=O)[nH]c(=O)n3C)s1,-6%,4%,12,0
Cc1cc(NC(=O)CCc2ccc(C)o2)no1,1%,7%,24,1
Cc1ccc(OCCSCc2nc3ccccc3[nH]2)cc1,47%[activator],2%,-18,-1
O=C(O)CC[C@@H](NC(=O)c1ccccc1C(=O)O)C(=O)O,7%,0%,/,7
CN1CCN(C(=O)c2cccc(COc3cc(Cl)ccc3Cl)c2)CC1,/,7%,30,-12
C/C(=N\NC(=O)c1csc(C)c1C)c1ccc(C)s1,/,-1%,23,/
COC(=O)c1cccc(NC(=O)CSc2nnnn2C)c1,1%,-1%,26,9
O=C(CCl)Nc1ccc(Oc2cnc3ccccc3n2)cc1,-3%,1%,7,4
CN(Cc1cccs1)C(=O)COc1cccc(-n2cnnn2)c1,-11%,-2%,?,7
Fc1ccc(-c2nnc(NC3=NCCCCC3)o2)cc1,-3%,-4%,-14,7
Cc1ccc(NCC(=O)Nc2cccc(S(=O)(=O)N(C)C)c2)c(Cl)c1,/,0%,?,/
O=c1ccc(S(=O)(=O)N2CCC(Cc3ccccc3)CC2)c[nH]1,-3%,-3%,-19,-1
O=C(Nc1ccccc1Cl)c1cccc(COc2cc(Cl)ccc2Cl)c1,-3%,-7%,17,-12
CCN=C1SC(CC(=O)NC(C)C)C(=O)N1CC (stereo not given),-4%,-1%,17,4
CCOC(=O)c1c(NC(=O)c2nn(CC)cc2Br)c(C#N)cn1-c1ccccc1,-12%,-7%,-10,2
COc1ccc2nc(NC3=NC(c4ccccc4)CC(=O)N3)nc(C)c2c1 (stereo not given),/,3%,53,/
COc1ccc2[nH]c(=O)c(CN(C(=O)c3ccncc3)C(C)(C)C)cc2c1,-9%,-5%,8,-2

# An excerpt (hit frequency here may not be typical).
